aSyn tox rescue: rescues yeast growth from alpha-synuclein toxicity; AID 1347070; S. cerevisiae alpha-synuclein toxicity rescue, BacTiter-Glo growth, 24 h; Potency, µM (highest dose often 46.1 µM), inactives show at the highest dose growth rescue (activation), usual class: activators; 0.02% of 94,000 active; active means well fitted activation curve with a large enough effect; inconclusive means small, poorly fitted or top-dose-only effect; further: 0% is about no effect
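Growth restoration measured by BacTiter-Glo luminescence after 24 hr at 30 deg C; alpha-synuclein yeast, raffinose-pregrown to mid-log, were added at OD600=0.02 in galactose medium onto pinned compounds.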
An asterisk follows results filed as active; ? = inconclusive. Potency means the concentration at half of the fitted maximal effect. Not all compounds are listed, so the mix of outcomes need not match the whole.

compound | aSyn tox rescue
Cc1ccc(-c2cccc(NC(=O)C3C4C=CC(C4)C3C(=O)O)c2)o1 (stereo unspecified) | 9.0%
Cn1cc(C(c2ccccc2)c2ccc(Cl)s2)c2ccccc21 (stereo unspecified) | -13.7%
CCN(C(=O)CSc1nc2ccccc2n1CC(=O)N1CCCC(C)C1)c1ccccc1 (stereo unspecified) | -9.8%
COc1ccc(C(C(=O)NC(C)C)N(C(=O)CCC(=O)Nc2nccs2)c2ccccc2F)cc1 (stereo unspecified) | 0.0%
CC(C)CC(=O)Nc1cccc(-c2nc3ccccc3[nH]2)c1 | -13.4%
COc1ccc(OCCCn2c(=O)oc3ccc(C)cc32)cc1 | 4.2%
C/C(NCCc1ccccc1)=C1/CCOC1=O | 3.8%
CCc1ccc(-n2c(=O)c3c4c(sc3n(Cc3ccccc3C#N)c2=O)CCC4)cc1 | -10.1%
CCn1c(C(=O)N2CCCC(C(=O)N3CCN(c4ccccc4)CC3)C2)cc2sccc21 (stereo unspecified) | -2.2%
COc1cccc(-c2cc(C(=O)Nc3cc(OC)c(OC)c(OC)c3)on2)c1 | -11.0%
COc1ccc(NC(=O)N2CCN(c3cc(-c4noc(C)n4)ccc3C)CC2)c(OC)c1 | 8.8%
COc1ccc(S(=O)(=O)N(C)C[C@@H]2OCc3cnnn3CCCC(=O)N([C@H](C)CO)C[C@@H]2C)cc1 | 7.1%
Cn1cccc1Cc1nnc(SCC(=O)NC2CCCC2)n1CCc1ccccc1 | -2.4%
COc1ccc(CC(=O)NNS(=O)(=O)c2cccc([N+](=O)[O-])c2)cc1OC | 5.2%
CCOc1ccc(CC(=O)NCc2cn3c(C)csc3n2)cc1 | 0.7%
CCc1ccccc1NC(=O)Nc1ccc2snnc2c1 | -21.6%
CC1Cc2ccccc2N1Cc1cccc([N+](=O)[O-])c1 (stereo unspecified) | -1.1%
COc1ccccc1N1CCN(C2=Nc3cccc4cccc2c34)CC1 | -0.1%
N#Cc1c(-c2ccccc2)cc(-c2ccccc2)nc1SCC(=O)NCC(=O)O | 4.5%
COc1ccc(C(=O)Nc2ccccc2SCc2cc(=O)c3cccc(C)c3[nH]2)cc1 | -1.9%
COc1ccc(CC(=O)Nc2ccc(-c3ccc4nnc(C)n4n3)cc2)cc1OC | -1.9%
COc1ccc(OC)c(-n2c(SCC(=O)Nc3cccc(S(N)(=O)=O)c3)nc3ccccc3c2=O)c1 | -8.2%
Cc1cccn2c(=O)c3cc(C(=O)NCCN4CCOCC4)c(=N)n(CCCN4CCOCC4)c3nc12 | -6.3%
COc1ccc(CCNC(=O)CN(c2ccccc2OC)S(=O)(=O)c2ccc(C)cc2)cc1 | -0.3%
COc1cccc(NC(=O)Cn2cc(C(=O)c3ccco3)c3ccccc32)c1 | 0.4%
CCOc1ccc(CNC(=O)C2CCCN(c3nn4cc(-c5ccc(F)cc5)nc4s3)C2)cc1 (stereo unspecified) | -6.2%
CNC(=O)c1ccc(-n2cccn2)nc1 | 1.9%
CCOC(=O)c1c(C)[nH]c(C)c1S(=O)(=O)N1CCC(C(=O)Nc2ccc(C)cn2)CC1 | 1.4%
CCc1c(C)sc2c1CCN(C(=O)Nc1ccccc1C(=O)OC)C2c1ccc(OC)cc1 (stereo unspecified) | 9.6%
CCOC(=O)c1noc2ncn(CC(=O)Nc3cccc(Cl)c3)c(=O)c12 | -6.2%
O=C(NCCc1csc(-c2cccc(F)c2)n1)c1cccs1 | -4.7%
Cc1cc2oc(C(=O)N(Cc3ccc(N(C)C)cc3)CC3CCCO3)c(C)c2cc1Cl (stereo unspecified) | 3.1%
COCc1cc(C)n(CC(=O)Nc2ccc(NC(C)=O)cc2)c(=O)c1C#N | -3.4%
COc1cc(C(=O)N2CCN(CCc3ccccn3)CC2)cc(OC)c1OC | -0.8%
CCn1cc(C(=O)NCCC(=O)NCCO)c(=O)c2cc3c(cc21)OCO3 | -10.1%
CCSc1nnc([C@@H](NC(=O)OC(C)(C)C)C(C)C)o1 | -0.8%
CCCc1nc2c(nnn2Cc2ccccc2Cl)c(=O)[nH]1 | 1.6%
COc1ccccc1CNC(=O)CSc1ccc(-c2ccncc2)nn1 | 8.8%
CCOc1ccccc1NC(=O)CCc1c(C)nn(-c2ccc(N3CCOCC3)nn2)c1C | 4.9%
CCOC(=O)c1ccccc1NC(=O)N1CCN(Cc2cc(=O)n3nc(-c4ccccc4)sc3n2)CC1 | -4.8%
Cc1ccc(-c2cc(C(=O)OCC(=O)N(C)C3CCS(=O)(=O)C3)c3ccccc3n2)o1 (stereo unspecified) | -2.5%
CCOc1ccc(-c2cc(C(=O)NCCc3ccccc3)c3c(-c4ccc(C)cc4)[nH]nc3n2)cc1 | -0.6%
CCCn1cc(CN2CCC(N3CCC(C(=O)N4CCOCC4)CC3)CC2)c(C)n1 | -7.9%
CC(=O)Nc1sc2c(c1-c1nc3ccccc3s1)CCN(C(C)C)C2 | 0.7%
CCOC(=O)C1CCN(c2c(C(=O)c3ccc(OC)cc3)cnc3ccccc23)CC1 | -20.6%
NC(=O)c1ccc(NC(=O)COC(=O)c2ccc3c(c2)OCCO3)cc1 | 0.8%
Cc1c(C(=O)Nc2cccc(Cl)c2)oc2ccc(S(=O)(=O)N3CCOCC3)cc12 | 0.6%
CN(CCN1CCOCC1)C(=O)C1CCC(=O)N(Cc2ccc(Cl)cc2)C1 (stereo unspecified) | 15.4%
CCCCn1c(N2CCCC2)nc2c1c(=O)[nH]c(=O)n2C | -6.4%
CC(=O)Nc1cc2c(cc1[N+](=O)[O-])OCCO2 | 1.9%
COc1cc(NC(=O)c2cccnc2SC)cc(OC)c1OC | 5.7%
Cc1ccc(-c2nc3cccc(C)n3c2Nc2ccc3c(c2)OCO3)o1 | -16.1%
COc1ccc(CNC(=O)c2ccc3c(c2)NC(=O)C(CS(=O)(=O)Cc2ccccc2Cl)N3)cc1 (stereo unspecified) | 0.4%
Cc1cccc2sc(N(Cc3cccnc3)C(=O)c3cccs3)nc12 | 25.9%
Fc1ccccc1-c1n[nH]c(=S)n1CC1CCCO1 (stereo unspecified) | -6.8%
COC(=O)c1cc(OC)cc(O)c1C(=O)c1c(O)cc(C)cc1O | 3.9%
O=C(Cn1cc(C(=O)c2ccco2)c2ccccc21)Nc1ccccc1Cl | -4.8%
CC(C)c1ccc(NC(=O)CN2C(=O)NC3(CCCC3)C2=O)cc1 | 1.3%
CCc1ccc(C2C(C#N)=C(N)SC(N)=C2C#N)s1 | -9.3%
Cc1ccc(NC(=O)Cn2cc(C(=O)C3CCCCC3)c3ccccc32)c(C)c1 | 6.1%

More entries follow:
compound | aSyn tox rescue
COC(=O)CN(c1ccccc1F)S(=O)(=O)c1ccc(C)cc1 | -5.7%
COc1ccc(C(=O)NCCCc2nc3ccccc3n2Cc2ccccc2C)cc1OC | 2.4%
COc1ccc(NC(=O)CN2CCc3ccccc3C2)cc1S(=O)(=O)N1CCOCC1 | -8.1%
COc1ccc(Nc2cc(C)c3cc(NC(=O)COc4cccc(C)c4)ccc3n2)cc1 | -16.8%
CCc1nn2c(=O)cc(COC(=O)c3ccco3)nc2s1 | -7.2%
CC1=NOC(=O)/C1=C/c1ccc(O)cc1 | 2.6%
Cc1ccc(Cl)cc1N1CCN(C(=O)Cc2c(C(=O)O)c(C)cn2C)CC1 | 0.3%
CSc1cccc(CN2CCN(CCC(C)C)C(CCO)C2)c1 (stereo unspecified) | 3.0%
CSc1cccc(NS(=O)(=O)c2cn(C)c(C)n2)c1 | -6.3%
CC1=C(c2ccc(C)c(C)c2)S(=O)(=O)N=C1N1CCC(C(=O)NCCc2ccc(Cl)cc2)CC1 | -1.8%
CCC(C)C(=O)Nc1nc2ccc(S(C)(=O)=O)cc2s1 (stereo unspecified) | 13.2%
CCC(C)NC(=O)c1ccc(CSCc2ccccc2Cl)o1 (stereo unspecified) | 1.3%
CS(=O)(=O)NCCNc1ncc(C(F)(F)F)cc1Cl | -11.3%
CCn1c(=NC(=O)c2ccco2)sc2cccc(F)c21 | 9.0%
Cc1c(C(=O)OC2CCC(C)CC2)[nH]c2c1C(=O)CC(c1ccc(F)cc1)C2 (stereo unspecified) | -5.0%
CCc1ccc(N2C(=O)CN(S(=O)(=O)CC)CC2(C)C(=O)NC2CCCCC2)cc1 (stereo unspecified) | -2.0%
CCn1c(CN2CCCCC2)nc2cc(NC(=O)COc3ccc([N+](=O)[O-])cc3)ccc21 | -5.5%
O=C(CCc1nc2ccccc2n1-c1ccccc1)NCCO | -8.8%
CCC(CC)C(=O)Nc1ccc(-c2cn3cccnc3n2)cc1 | 1.6%
O=C(O)c1ccc([N+](=O)[O-])nc1 | 2.7%
Brc1ccc2c(c1)[C@H]1OCC[C@H]1[C@@H](c1cccs1)N2 | 0.3%
COc1ccc(C2=C(Nc3ccc(C)c(C)c3)c3ccccc3C2=O)cc1 | -0.5%
O=S(=O)(c1ccc2c(c1)CCN2)N1CCCCCC1 | -4.7%
CCOC(=O)C1CCCN(C(=O)CN2C(=O)/C(=C/c3ccc(OC)cc3)Oc3ccccc32)C1 (stereo unspecified) | -15.7%
c1ccc(-c2noc(CN3CCOCC3)n2)cc1 | -7.5%
CCOc1ccc(N(C)C(=O)CS(=O)(=O)c2cccc3nsnc23)cc1 | 0.4%
O=C(NCCN1CCN(c2cccc(Cl)c2)CC1)C1COc2ccccc2C1 (stereo unspecified) | 14.9%
CCN(CC)c1nn2c(=O)c(C(=O)NCCc3ccccc3)cnc2s1 | 2.8%
COc1ccc(/C=C(\C#N)C(=O)OCC(=O)NC(=O)NCCC(C)C)cc1 | 3.5%
COc1ncnc2c1ncn2CCCN1CCN(Cc2ccc(C)cc2)CC1 | 0.5%

A draw from above in order of SMILES length, rising:
compound | aSyn tox rescue
CS(=O)(=O)NCCNc1ncc(C(F)(F)F)cc1Cl | -11.3%
CSc1cccc(CN2CCN(CCC(C)C)C(CCO)C2)c1 (stereo unspecified) | 3.0%
CCN(CC)c1nn2c(=O)c(C(=O)NCCc3ccccc3)cnc2s1 | 2.8%
CC1=C(c2ccc(C)c(C)c2)S(=O)(=O)N=C1N1CCC(C(=O)NCCc2ccc(Cl)cc2)CC1 | -1.8%

In the list so far, four have a COOH group.
compound | aSyn tox rescue
Cc1ccc(-c2cccc(NC(=O)C3C4C=CC(C4)C3C(=O)O)c2)o1 (stereo unspecified) | 9.0%
N#Cc1c(-c2ccccc2)cc(-c2ccccc2)nc1SCC(=O)NCC(=O)O | 4.5%
Cc1ccc(Cl)cc1N1CCN(C(=O)Cc2c(C(=O)O)c(C)cn2C)CC1 | 0.3%
O=C(O)c1ccc([N+](=O)[O-])nc1 | 2.7%

(list continues)
compound | aSyn tox rescue
COC(=O)COc1cccc2c(=O)n(CC(=O)Nc3ccc4c(c3)OCCO4)ccc12 | -4.5%
Cc1ccnc(NC(=O)Cc2ccc(F)cc2)n1 | 5.5%
COc1cccc(CNCc2cccn2-c2nnc(N3CCN(c4ccccc4)CC3)s2)c1 | 4.1%
CN1c2ccccc2-c2nc(SCC(=O)Nc3ccccc3)ncc2S1(=O)=O | -6.8%
Cc1ccc(-c2ccc(=O)n(CC(=O)NCCc3ccc(Cl)cc3)n2)cc1 | ?
CCN(CC(=O)Nc1ccccc1OC)C(=O)CSCC(=O)Nc1ccc(OC)cc1 | 4.6%
Cc1ccc(N(CC(=O)NCCc2ccccc2C)S(=O)(=O)N(C)C)cc1 | 4.2%
O=C(CN1N=C(c2ccc(Cl)cc2)CCC1=O)NCCc1ccccc1 | 6.1%
COc1ccc2nc(N3CCN(C(=O)CS(=O)(=O)c4ccc(C)cc4)CC3)sc2c1 | 17.1%
CCOc1ccc(NS(=O)(=O)c2ccc(NS(=O)(=O)c3cccs3)cc2)cc1 | -1.9%
CN=c1sc2ccccc2n1CC(O)c1ccccc1 (stereo unspecified) | -2.1%
COc1ccc(S(=O)(=O)NCC(c2ccc(N(C)C)cc2)N2CCc3ccccc32)cc1OC (stereo unspecified) | -9.5%
CN(Cc1ccccc1)C(=O)COC(=O)C1CCN(S(=O)(=O)c2ccc(Cl)c(C(F)(F)F)c2)CC1 | 8.0%
O=C(CSc1nnc(-c2ccc(F)cc2)o1)N1CCCc2ccccc21 | 9.8%
CCOc1ccc(-n2c(C)c3c(C)nnc(C)c3c2C)cc1 | -8.4%
OC(c1ccccc1)(c1ccccc1)C1CCN(C(=S)NCCc2ccccc2)CC1 | 9.3%
NC(=S)NN=Cc1ccc(OC(=O)COc2cc(Cl)c(Cl)cc2Cl)cn1 | -0.3%
COc1ccc(CNC(=O)C2CCCN2)cc1OC (stereo unspecified) | 6.2%
O=C(COC(=O)COc1ccccc1)NCCc1ccccc1 | -9.4%
Cc1ccc(-c2nc3sccn3c2Nc2ccccc2C)cc1 | -22.9%
Cc1cc(C)c(NC(=O)CN2c3ccccc3S(=O)(=O)c3ccccc32)c(C)c1 | -7.6%
CS(=O)(=O)NNC(=O)Cn1nnc(-c2cc(C(F)(F)F)cc(C(F)(F)F)c2)n1 | -6.0%
CCN(CC)c1ccc(NC(=O)c2c(C)nn(-c3ccc(F)cc3)c2-n2cccc2)c(C)c1 | -6.9%
CN1CCN(C(=O)C[C@H]2C[C@H]3c4cc(NC(=O)NC5CCCCC5)ccc4O[C@H]3[C@@H](CO)O2)CC1 | -1.8%
Cc1cc(C(=O)NNC(=O)Cc2ccc(Cl)cc2)c(C)o1 | 7.1%
O=C(O)COc1ccc(C(=O)c2ccccc2)cc1 | -6.9%
O=[N+]([O-])c1ccc(/C=N/n2cn[nH]c2=S)cc1 | 8.5%
